Source: PubChem
Glyco luc inh: N-linked glycosylation inhibition; hit rate 0.23% among 360,000; D54 ERlucT glycosylation luciferase reporter, 24 h; percent of 100 nM tunicamycin response; reporter increase, % at 12.5 µM;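 active = mean luciferase reporter signal, scaled so untreated is 0 and the glycosylation-blocking control 100, at or above a set limit in every replicate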;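 also: luciferase carries N-glycosylation sites so blocking glycosylation raises the light; 0% = median of neutral control wells and 100% = median of 100 nM tunicamycin wells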
MC4R ag barr: activates human MC4R beta-arrestin recruitment; U2OS MC4R beta-arrestin complementation, luminescence; percent of melanotan II response, DMSO zero; hit rate 0.98% among 360,000; activation, % at 8.9 µM;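 active = activation above a per-plate cutoff, the mean activation of sample wells on that plate plus 3 SD, cut at about 8% in these data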
ABHD5-PLIN5 inh: ABHD5-PLIN5 protein interaction inhibition; Q00G26+Q8WTS1; Split G. princeps luciferase complementation, luminescence, 4 h; inhibition, % at 4 µM; hit rate 0.78% among 360,000;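 active = inhibition above the mean inhibition across every tested compound plus 3 SD, cut at about 22% in these data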;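 also: 0% = DMSO only wells and the 100% control is not disclosed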
ABCB6 inh MLPCN: inhibitors of human ABC transporter ABCB6; K562-ABCB6 porphyrin accumulation, flow cytometry, 1 h; stronger effect = lower value; fluorescence ratio to DMSO, % at 10 µM; hit rate 0.19% among 360,000;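 active = fluorescence ratio to DMSO below 75%, the collection mean minus 3 SD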;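 also: signal is porphyrin accumulated inside mitochondria; 100% equals median channel fluorescence of DMSO control wells; lower ratio means ABCB6 inhibition with less porphyrin fluorescence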
Cardio protect: modulators protecting cardiomyocytes from myocardial damage; H9c2 cardiomyocytes, H2O2 injury protection, ATPLite, 2 h; hit rate 0.63% among 360,000; protection from H2O2 cell death, % at 20 µM;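 active = compounds giving at least 50% protection of heart cells from peroxide-induced death in the single-dose screen, raw or plate-pattern-corrected value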;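 also: 0% = DMSO wells with peroxide and 100% = DMSO wells without peroxide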
SRC2 inh: human SRC2 (NCOA2) inhibition; AID 651957; Q15596; HEK293 GAL4-SRC2 luciferase reporter, luminescence; hit rate 0.17% among 370,000; inhibition, % at 9 µM;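 active = inhibition above the mean inhibition of all tested compounds plus 3 SD, set per campaign, cut at about 52% in these data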;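 also: 0% = DMSO treated cells and 100% = cells given Gossypol at 36 µM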
Target sequence (Q15596 whole entry, looked up, the tested form may be a part): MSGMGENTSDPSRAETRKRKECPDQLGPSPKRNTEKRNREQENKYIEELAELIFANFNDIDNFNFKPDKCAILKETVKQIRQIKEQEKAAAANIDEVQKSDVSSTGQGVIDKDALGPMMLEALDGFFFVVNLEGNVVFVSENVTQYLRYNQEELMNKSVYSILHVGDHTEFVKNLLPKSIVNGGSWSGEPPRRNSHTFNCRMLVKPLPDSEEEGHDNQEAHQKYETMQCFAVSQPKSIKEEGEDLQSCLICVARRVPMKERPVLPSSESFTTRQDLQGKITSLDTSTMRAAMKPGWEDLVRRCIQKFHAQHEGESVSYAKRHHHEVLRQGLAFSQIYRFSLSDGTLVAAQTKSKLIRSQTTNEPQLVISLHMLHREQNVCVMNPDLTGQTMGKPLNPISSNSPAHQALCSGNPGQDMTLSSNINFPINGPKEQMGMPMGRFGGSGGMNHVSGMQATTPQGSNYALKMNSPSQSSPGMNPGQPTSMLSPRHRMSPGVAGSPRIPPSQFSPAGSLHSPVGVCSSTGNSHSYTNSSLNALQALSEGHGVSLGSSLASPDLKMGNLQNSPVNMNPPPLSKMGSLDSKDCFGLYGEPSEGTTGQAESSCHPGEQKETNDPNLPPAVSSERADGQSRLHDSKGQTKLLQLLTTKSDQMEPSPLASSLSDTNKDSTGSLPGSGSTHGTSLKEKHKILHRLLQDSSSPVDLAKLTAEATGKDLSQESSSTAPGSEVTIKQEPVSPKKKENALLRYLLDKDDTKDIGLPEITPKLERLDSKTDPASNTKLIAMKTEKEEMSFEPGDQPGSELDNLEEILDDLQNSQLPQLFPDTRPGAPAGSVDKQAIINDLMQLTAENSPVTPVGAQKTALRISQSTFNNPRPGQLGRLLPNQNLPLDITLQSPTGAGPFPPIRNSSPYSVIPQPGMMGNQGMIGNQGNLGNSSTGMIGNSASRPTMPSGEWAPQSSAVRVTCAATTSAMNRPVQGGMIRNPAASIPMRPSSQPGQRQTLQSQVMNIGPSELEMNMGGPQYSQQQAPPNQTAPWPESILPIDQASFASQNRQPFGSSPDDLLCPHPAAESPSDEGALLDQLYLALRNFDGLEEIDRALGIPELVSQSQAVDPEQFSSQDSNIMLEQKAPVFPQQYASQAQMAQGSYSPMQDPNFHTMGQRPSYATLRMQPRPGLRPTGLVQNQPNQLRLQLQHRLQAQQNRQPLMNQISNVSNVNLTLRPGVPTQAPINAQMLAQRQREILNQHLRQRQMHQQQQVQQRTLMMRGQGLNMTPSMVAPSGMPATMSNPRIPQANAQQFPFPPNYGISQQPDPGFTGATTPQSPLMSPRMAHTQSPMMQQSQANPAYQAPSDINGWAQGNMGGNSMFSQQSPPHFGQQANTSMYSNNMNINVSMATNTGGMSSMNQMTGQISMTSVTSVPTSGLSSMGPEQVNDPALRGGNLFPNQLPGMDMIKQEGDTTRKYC
MC4R antagonist: human MC4R antagonism in cAMP assay; inhibition, % at 6.5 µM; hit rate 0.48% among 360,000; MC4R-expressing cells, MTII-stimulated cAMP, LANCE TR-FRET; P32245;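 active = inhibition above its plate's cutoff, the mean of tested wells on that plate plus 3 SD, cut at about 29% in these data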;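 also: 0% = Melanotan II alone and 100% = Melanotan II plus saturating MCL0020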
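Assay system: U2OS cells stably expressing human melanocortin 4 receptor (MC4R) / Dosing: 6.5 µM / Timing: compound 30 min, challenge 1 h, detection 1 h / Measured by: Eu-cAMP/anti-cAMP TR-FRET, emission 671 nm / Replicates: singlicate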
HTR2A ag: activates the mouse 5-HT2A serotonin receptor. P35363. CHO-K1 mHTR2A beta-arrestin complementation, luminescence; percent of 30 µM serotonin response. activation, % at 7.6 µM. hit rate 0.66% among 360,000. AID 624169;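 active = activation above a run cutoff, the mean activation of all tested compounds plus 3 SD, cut at about 14% in these data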;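 also: 0% = plate median of compound wells and 100% = 30 µM serotonin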
TLR9-MyD88 inh: inhibitors of human TLR9-MyD88 binding. CHO BLA complementation TLR9-MyD88, CCF4 FRET ratio. hit rate 0.21% among 340,000. Q9NR96+Q99836. inhibition, % at 4.98 µM;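 active = inhibition above the mean over all tested compounds plus 3 SD, cut at about 21% in these data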;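 also: 0% = DMSO only wells and 100% = clavulanate BLA inhibitor control wells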
NOD2-RIPK2 inh: blocks binding of human NOD2 to RIPK2; inhibition, % at 4.98 µM; AID 624267; CHO BLA complementation NOD2-RIPK2, CCF4 ratio; hit rate 0.38% among 360,000; in the data active = inhibition above about 21%;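 also: 0% = vehicle only and 100% = reference blocker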
The depositor's hits bear a star; . = no result given.

SMILES	Glyco luc inh	MC4R ag barr	ABHD5-PLIN5 inh	ABCB6 inh MLPCN	Cardio protect	SRC2 inh	MC4R antagonist	HTR2A ag	TLR9-MyD88 inh	NOD2-RIPK2 inh
Cc1ccc(NC(=O)CN(C)Cc2cccs2)cc1Cl	3	0.0	-3	96	-6	5	-5	-1	0	0
O=C(NC(=S)Nc1ccc(NC(=O)c2cccs2)cc1)c1ccco1	-3	-0.6	5	98	6	-25	-1	1	8	-7
NS(=O)(=O)c1cccc(NC(=O)Cc2ccc(Cl)c(Cl)c2)c1	0	-2.0	-2	101	-5	-14	-1	-4	-8	2
c1ccc2nc(N3CCN(Cc4ccc5c(c4)OCO5)CC3)cnc2c1	0	-0.7	-1	99	0	-11	10	7	4	1
COc1ccc2c(c1)CCCC21NC(=O)NC1=O (stereo not given)	-1	-1.7	-2	98	4	4	0	-1	4	6
COC(F)(C(=O)Nc1ccc2c(c1)C(=O)NC2=O)C(F)(F)F (stereo not given)	4	-1.4	-2	82	4	-8	5	-5	-4	1
COc1cccc(NC(=O)CN(C)C(=O)c2ccc(-c3ccc(Cl)cc3)o2)c1	0	-0.3	4	95	-3	-5	4	7	4	-2
Cc1cccc2cc(C#N)c(NCCCNS(=O)(=O)c3ccc(Cl)cc3)nc12	-5	-1.6	0	90	-16	32	11	7	-17	-10
NC(=O)c1c(/N=C/c2cccnc2)sc2c1CCCC2	3	3.3	-10	99	4	-2	11	5	.	-9
COC(=O)[C@@H](Cc1ccccc1)NC(=O)/C=C/[C@H]1O[C@@H](n2cnc3c(NC(=O)c4ccccc4)ncnc32)[C@H](O)[C@@H]1O	2	.	-2	98	4	-4	.	0	.	2
CCCCn1c(N)c(N(CCOC)C(=O)CN(C)S(=O)(=O)c2ccc(F)cc2)c(=O)[nH]c1=O	1	-3.4	1	99	-1	13	0	-7	-5	2
CN(C)S(=O)(=O)c1ccc(SCC(=O)Nc2ccc3c(c2)OCCO3)nc1	-1	-2.0	0	96	-4	-26	3	-6	-2	6
CC(=O)c1ccc(NC(=O)C(C)Sc2nnc3ccccn23)cc1 (stereo not given)	1	-1.0	-2	104	9	-18	1	7	-4	-16
Cn1c(=O)c2sccc2n2c(CCCC(=O)Nc3ccccc3)nnc12	-1	-2.1	3	99	10	-4	2	3	-2	5
O=C(CSCc1c(F)cccc1Cl)NCc1cccnc1	1	-1.5	4	95	3	-6	-1	0	6	-8
O=C(Nc1cccc(S(=O)(=O)NC2=NCCC2)c1)C1CCCCC1	-2	1.0	0	94	6	13	10	7	-4	-9
O=C(O)C1C2C=CC(C3CC23)C1C(=O)N1CCc2ccccc21 (stereo not given)	0	1.8	9	107	3	2	-20	-2	-3	1
Cc1c(Br)cnn1C(C)C(=O)N1CCN(c2ccccc2F)CC1 (stereo not given)	-1	-0.5	-5	103	0	8	3	4	-14	-9
CCCNS(=O)(=O)c1ccc(OC)c(Cl)c1Cl	1	-0.8	2	101	2	-13	9	-4	-2	1
Cc1c(NC(=O)CSc2ccc(Cl)cc2)c(=O)n(-c2ccccc2)n1C	-5	-0.8	-5	96	11	-10	2	2	-7	0
O=C(c1ccc2ccccc2n1)N1CCN(c2ccccc2)CC1	7	1.9	4	98	9	-4	-1	-2	9	-6
O=C(O)c1ccccc1NS(=O)(=O)c1cccc(-n2sc3ccccc3c2=O)c1	3	-1.2	37*	100	64*	10	-10	4	5	4
CS(=O)(=O)N(CC(=O)Nc1cccc([N+](=O)[O-])c1)c1cccc(F)c1	-2	-1.9	8	95	4	11	12	-5	1	-3
CCCCCOc1ccc(CSC(=N)N)cc1[N+](=O)[O-]	5	-2.0	6	100	-19	-77	-1	-12	-15	-6
Cc1ccc(CNC(=O)/C=C/c2c(Cl)cccc2Cl)cc1	-4	2.6	-2	99	1	5	5	-1	3	13
Cc1ccc(C(=O)NCC(=O)OCC(=O)c2ccc3c(c2)NC(=O)CO3)cc1C	1	-1.1	4	97	4	5	11	3	1	-7
COc1ccc(N/C=C2\C(=O)c3c(sc(C)c3C)N(C)S2(=O)=O)cc1	-5	-1.8	-2	94	1	0	10	-4	-1	-3
COc1ccc(/C=C2\CCC(C3CCCC3)C2=O)c(OC)c1 (stereo not given)	1	-1.4	5	96	-8	-57	-12	3	-5	-3
CC(C)[N+]1=C2C=CC=CC=C2SC12C([N+](=O)[O-])=CC(=[N+]([O-])[O-])C=C2[N+](=O)[O-] (stereo not given)	15	-1.1	1	93	5	11	11	2	-1	-7
C(=N\N1CCOCC1)/c1cn(-c2ccccc2)nc1-c1ccccc1	1	-2.0	-3	98	3	-6	9	5	-1	5
O=c1[nH][nH]c(C(F)(F)F)c1C=Nc1ccccc1Cl	1	-2.3	3	102	-4	-1	5	-2	5	-3
CCCN1CCN(C(=O)c2cccc3c2C(=O)N(CCOC)C3)CC1	1	-0.1	8	102	2	-20	-6	-1	5	8
COc1ccc2c(c1)C1=NN(/C(C)=C\C(C)=O)C(c3ccccc3)C1CC2 (stereo not given)	7	0.8	-8	115	-3	-42	-6	3	0	-10
COc1cc(/C=C2/NC(=O)N(Cc3ccccc3F)C2=O)cc(OC)c1OC	-2	-3.3	4	94	4	-21	7	3	-3	1
O=C(Nc1cccc(S(=O)(=O)Nc2ccc(Cl)cc2)c1)c1ccc[n+]([O-])c1	1	3.2	6	102	-9	4	-6	-5	-2	2
O=C(CSc1ccccc1F)NC(=O)c1ccccc1Br	1	-1.5	-7	98	4	-17	2	-1	3	-1
COC(=O)c1ccccc1NC(=O)Cn1ccnc1	0	-1.5	-2	95	9	-2	1	2	2	-1
CC(=O)c1c(C)[nH]c(C(=O)Nc2ccc(C)cn2)c1C	-19	-1.2	0	139	-36	31	8	-3	-8	-12
CCc1c(C)nc(SCCOc2ccc(OC)cc2)[nH]c1=O	1	-0.3	1	100	-16	-8	5	0	3	-7
C=CCS(=O)(=O)N1CCCC(N(C)CCc2ccc(OC)c(OC)c2)C1 (stereo not given)	1	0.8	1	103	-7	-8	20	7	-3	-2
Cc1cc(C)n2nc(SCC(=O)Nc3ccccc3F)nc2n1	1	-0.9	2	106	3	13	7	-8	-4	2
N#CC1=C(N)Oc2cc(N)ccc2C1c1ccc(F)cc1F (stereo not given)	21	-1.5	-1	111	-8	-9	-1	-2	0	20
CCOC(=O)Cn1c2c(c(=N)c3c1CCC3)CCC2	3	2.0	-2	88	2	12	0	-3	-4	-1
CC(=O)OCc1c(C(F)(F)F)nn(C)c1SCc1ccc(Cl)cc1	0	5.8	1	102	9	-12	-4	2	-5	-6
O=C(O)c1ccc(/C=N\Nc2ccc(S(=O)(=O)N3CCOCC3)cc2[N+](=O)[O-])cc1	0	-1.4	0	100	0	8	9	2	-12	-5
O=C(Cc1cccs1)N1CCCC(c2nc(-c3ccc(S(=O)(=O)N4CCCC4)cc3)no2)C1 (stereo not given)	-6	0.7	4	95	-8	4	11	1	-2	3
CCCCN(C(=O)c1cccc(S(=O)(=O)N(CC)c2ccccc2)c1)c1c(N)n(CC(C)C)c(=O)[nH]c1=O	0	-2.3	-2	97	-4	-5	7	6	-2	-2
O=C(NN1C(=O)c2cc(Br)ccc2NC1c1cc(Br)cc(Br)c1O)c1ccncc1 (stereo not given)	2	1.3	0	100	46	-30	-3	-2	5	4
COc1ccccc1C(=O)NCCC(=O)NCCCSc1ccccc1	-1	-2.2	7	101	-4	-4	5	-2	8	5
O=C1CCN(c2ccccc2)N1	5	-0.9	-28	111	-1	-25	1	-10	-8	-9
COc1ccc(-c2oc(=O)c3cc(OC)c(OC)cc3c2/C=C/c2cccc([N+](=O)[O-])c2)cc1	-6	-0.9	8	92	3	-48	-4	-4	-4	-6

Only ABHD5-PLIN5 inh, HTR2A ag and Cardio protect, for 5 of the compounds above:
| compound | ABHD5-PLIN5 inh | HTR2A ag | Cardio protect |
| --- | --- | --- | --- |
| O=C(Cc1cccs1)N1CCCC(c2nc(-c3ccc(S(=O)(=O)N4CCCC4)cc3)no2)C1 (stereo not given) | 4 | 1 | -8 |
| CCCCN(C(=O)c1cccc(S(=O)(=O)N(CC)c2ccccc2)c1)c1c(N)n(CC(C)C)c(=O)[nH]c1=O | -2 | 6 | -4 |
| O=C(NN1C(=O)c2cc(Br)ccc2NC1c1cc(Br)cc(Br)c1O)c1ccncc1 (stereo not given) | 0 | -2 | 46 |
| COc1ccccc1C(=O)NCCC(=O)NCCCSc1ccccc1 | 7 | -2 | -4 |
| O=C1CCN(c2ccccc2)N1 | -28 | -10 | -1 |

Exported as labelled records: entries from further up.
structure: O=C(Cc1cccs1)N1CCCC(c2nc(-c3ccc(S(=O)(=O)N4CCCC4)cc3)no2)C1 (stereo not given)
  Glyco luc inh: -6	MC4R ag barr: 0.7	ABHD5-PLIN5 inh: 4	ABCB6 inh MLPCN: 95	Cardio protect: -8	SRC2 inh: 4	MC4R antagonist: 11	HTR2A ag: 1	TLR9-MyD88 inh: -2	NOD2-RIPK2 inh: 3

structure: CCCCN(C(=O)c1cccc(S(=O)(=O)N(CC)c2ccccc2)c1)c1c(N)n(CC(C)C)c(=O)[nH]c1=O
  Glyco luc inh: 0	MC4R ag barr: -2.3	ABHD5-PLIN5 inh: -2	ABCB6 inh MLPCN: 97	Cardio protect: -4	SRC2 inh: -5	MC4R antagonist: 7	HTR2A ag: 6	TLR9-MyD88 inh: -2	NOD2-RIPK2 inh: -2

structure: O=C(NN1C(=O)c2cc(Br)ccc2NC1c1cc(Br)cc(Br)c1O)c1ccncc1 (stereo not given)
  Glyco luc inh: 2	MC4R ag barr: 1.3	ABHD5-PLIN5 inh: 0	ABCB6 inh MLPCN: 100	Cardio protect: 46	SRC2 inh: -30	MC4R antagonist: -3	HTR2A ag: -2	TLR9-MyD88 inh: 5	NOD2-RIPK2 inh: 4

structure: COc1ccccc1C(=O)NCCC(=O)NCCCSc1ccccc1
  Glyco luc inh: -1	MC4R ag barr: -2.2	ABHD5-PLIN5 inh: 7	ABCB6 inh MLPCN: 101	Cardio protect: -4	SRC2 inh: -4	MC4R antagonist: 5	HTR2A ag: -2	TLR9-MyD88 inh: 8	NOD2-RIPK2 inh: 5

Not all compounds are listed. The share of hits here may be higher or lower than overall.
